TEAD-YAP inh: TEAD-YAP interaction inhibition | hit rate 1.4% among 640,000 | inhibition, % at 9.12 µM | AID 1259422 | HEK-TIYL cells, TEAD-Gal4/YAP UAS-luciferase luminescence; in the data active = inhibition above about 32%;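 note: 0% = median of test compound wells and 100% = reference inhibitor wells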
MITF inh: inhibitors of human MITF. O75030. AlphaScreen MITF homodimerization, bead proximity signal. inhibition, % at 2.6 µM. hit rate 0.91% among 650,000; in the data active = inhibition above about 50%;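 note: 0% = vehicle wells with protein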
FBW7 activator: activators of human E3 ligase FBW7; hit rate 0.13% among 650,000; Q969H0; AlphaScreen FBW7–phospho-cyclin E peptide binding, activator screen; AID 1259310; normalized activity (activation), % at 26.1 µM; in the data active = normalized activity above about 1.9%;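 note: purified mutant Fbw7 with reduced substrate affinity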
Target sequence (Q969H0 whole entry, looked up): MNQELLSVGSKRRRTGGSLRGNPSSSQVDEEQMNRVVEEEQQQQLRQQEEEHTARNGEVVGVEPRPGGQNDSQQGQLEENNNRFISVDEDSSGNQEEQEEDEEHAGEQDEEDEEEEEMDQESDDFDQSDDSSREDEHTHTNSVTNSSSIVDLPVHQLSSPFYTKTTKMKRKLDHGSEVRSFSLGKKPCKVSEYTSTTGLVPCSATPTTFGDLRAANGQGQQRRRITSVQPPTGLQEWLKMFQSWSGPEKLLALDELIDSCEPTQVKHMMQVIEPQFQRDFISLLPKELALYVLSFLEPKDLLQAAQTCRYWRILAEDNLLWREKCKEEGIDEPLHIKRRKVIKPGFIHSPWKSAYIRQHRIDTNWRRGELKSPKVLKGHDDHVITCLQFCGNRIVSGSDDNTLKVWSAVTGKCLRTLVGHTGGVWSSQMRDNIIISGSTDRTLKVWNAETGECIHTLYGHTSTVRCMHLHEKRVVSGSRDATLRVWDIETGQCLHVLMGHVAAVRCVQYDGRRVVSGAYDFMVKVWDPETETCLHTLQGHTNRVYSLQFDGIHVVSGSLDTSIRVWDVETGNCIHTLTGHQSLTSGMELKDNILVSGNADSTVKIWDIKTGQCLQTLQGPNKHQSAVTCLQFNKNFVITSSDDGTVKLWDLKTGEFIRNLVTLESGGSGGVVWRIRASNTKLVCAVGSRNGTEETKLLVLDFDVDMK
GPR151 ag: human GPR151 activation; PathHunter beta-arrestin GPR151 cells, luminescence; activation, % at 11.2 µM; hit rate 1% among 650,000; AID 1508602; in the data active = activation above about 4.9%;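 note: 0% = median of compound wells and 100% = cells with positive control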
Target sequence (Q8TDV0 whole entry, looked up): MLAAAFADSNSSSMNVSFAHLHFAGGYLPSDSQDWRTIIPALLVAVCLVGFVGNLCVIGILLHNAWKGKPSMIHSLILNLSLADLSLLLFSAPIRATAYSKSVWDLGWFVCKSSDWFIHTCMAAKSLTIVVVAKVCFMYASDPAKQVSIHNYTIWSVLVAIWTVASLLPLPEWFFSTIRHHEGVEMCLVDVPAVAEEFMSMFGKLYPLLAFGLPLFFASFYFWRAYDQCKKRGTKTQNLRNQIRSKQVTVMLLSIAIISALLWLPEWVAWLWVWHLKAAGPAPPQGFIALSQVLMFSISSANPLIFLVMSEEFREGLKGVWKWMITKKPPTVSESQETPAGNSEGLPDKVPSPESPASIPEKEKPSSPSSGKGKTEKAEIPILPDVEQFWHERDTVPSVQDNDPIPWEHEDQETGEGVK
Starred values were filed as active, the others as inactive; nt = no result given; & = joins results of further samples.

Compound | TEAD-YAP inh | MITF inh | FBW7 activator | GPR151 ag
CC(=O)N1CCC(N(CCN2CCOCC2)C(=S)Nc2ccc(C)cc2)CC1 | -6 | 3 | -0.1 | -0.5
CCOc1ccc2c(C)cc(=O)oc2c1C(=O)CC | 24 | 0 | 0.2 | 0.5
O=c1cc(CSc2cccc[n+]2[O-])c2c(ccc3ccccc32)o1 | -11 | -3 | -0.2 | 1.4
COc1cc2c(cc1OC)CN(C(=O)CSc1nnc3ccccn13)CC2 | 14 | 1 | 0.1 | 0.1
Cn1nnnc1SCC(=O)Nc1ccc2nc(SCC(=O)NC3CCCCC3)sc2c1 | -7 | 7 | -0.1 | 4.3
COC(=O)c1ccccc1NC(=O)c1ccc(N2CC3CC(C2)c2cccc(=O)n2C3)c(NC(=O)c2cc3ccccc3oc2=O)c1 (centres undefined) | -4 | -9 | 0.1 | 0.5
CCc1ccc(CN2CCN(C(C)C)C(CCO)C2)o1 (centres undefined) | 0 | 6 | -0.2 | -0.9
Cc1ccccc1NS(=O)(=O)c1c(C)n[nH]c1C | -5 | 3 | -0.2 | 0.6
NS(=O)(=O)c1ccc(NC(=O)CSCCOC(=O)c2ccco2)cc1 | -5 | 4 | -0.1 | -0.9
COc1ccc(Nc2nc(C)c(C(C)=O)s2)cc1 | -67 | 0 | -0.2 | 0.8
CCOc1ccc(C(=O)OCCCN(C)C)cc1 | -17 | 17 | 0.2 | -0.7
CC(C)(C)c1ccc(C(=O)NNC(=O)c2cccc(F)c2)cc1 | -52 | 4 | -0.1 | -0.5
Cc1cccc(OCc2nc(C#N)c(N3CCOCC3)o2)c1 | -5 | 10 | 0.0 | -0.3
O=C(Nc1ccccc1Cc1ccccc1)C1CCCO1 (centres undefined) | 10 | -3 | -0.6 | 1.5
NC(=O)CCCc1nc(-c2ccc(Cl)cc2)no1 | -10 | 0 | 0.0 | -0.8
Cc1ccccc1CC1(C)C(=O)Nc2ccc(F)cc21 (centres undefined) | -10 | -22 | 0.2 | 1.8
C=CCN1C(=O)CC2(CCCC2)CC1=O | 1 | 1 | 0.3 | -0.4
CCN(C(C)=O)c1nc(CCl)cs1 | -3 | -6 | 0.0 | 1.3
CCOC(=O)c1ccc(NC(=S)NCCCO)cc1 | -8 | 1 | 0.0 | 0.0
Cc1ccc(-c2csc3ncnc(SCC(N)=O)c23)cc1 | -10 | 5 | -0.1 | 0.8
O=C(C[n+]1ccccc1Cl)c1ccc(Br)cc1 | 4 | 3 | -0.1 | 2.2
Cc1cc(C)cc(Oc2c(C(F)(F)F)oc3cc(OC(=O)c4cncc(Br)c4)ccc3c2=O)c1 | -11 | 2 | 0.0 | 2.0
CCCCN(CCCC)S(=O)(=O)c1ccc(C(=O)Nc2sc3c(c2C(=O)OCC)CCN(C)C3)cc1 | -11 | -8 | 0.0 | 0.2
CCOc1ccc(OCC(=O)NC(C)c2ccccc2)cc1 (centres undefined) | 7 | 22 | 0.4 | -1.6
Cc1ccc(NC(=O)CSc2nc3ccccc3c(=O)n2CCc2ccccc2)cc1 | -1 | -1 | -0.2 | 1.2

Results in FBW7 activator and GPR151 ag, for 4 of the compounds above:
SMILES | FBW7 activator | GPR151 ag
Cc1ccc(-c2csc3ncnc(SCC(N)=O)c23)cc1 | -0.1 | 0.8
O=C(C[n+]1ccccc1Cl)c1ccc(Br)cc1 | -0.1 | 2.2
Cc1cc(C)cc(Oc2c(C(F)(F)F)oc3cc(OC(=O)c4cncc(Br)c4)ccc3c2=O)c1 | 0.0 | 2.0
CCCCN(CCCC)S(=O)(=O)c1ccc(C(=O)Nc2sc3c(c2C(=O)OCC)CCN(C)C3)cc1 | 0.0 | 0.2

Next section:
Compound | TEAD-YAP inh | MITF inh | FBW7 activator | GPR151 ag
O=C(O)CCC/C=C\C[C@@H]1[C@@H](/C=C/[C@@H](O)COc2ccccc2)[C@H](O)C[C@@H]1O | nt | -3 | nt | 0.5
O=C(OCCCCN=C1NS(=O)(=O)c2ccccc21)c1ccc([N+](=O)[O-])cc1 | 2 | -13 | 0.2 | 0.3
COc1cc(OC)c(OC)cc1/C=N\NC(=O)Cc1cccn1C | 12 | 11 | 0.1 | 1.1
COCCn1nnnc1C(c1ccccc1OC)N1CCN(c2ccc(OC)cc2)CC1 (centres undefined) | 4 | 2 | -0.1 | 0.3
COc1ccc(N(C(=O)c2cccnc2)S(=O)(=O)c2cccs2)cc1 | 5 | 14 | -0.2 | 2.1
N#CCCN(Cc1cccnc1)C(=S)NC(=O)C1CC1 | -3 | 1 | -0.2 | -0.2
O=c1cc(C(Cl)(Cl)Cl)oc2ccc(Cl)cc12 | 9 | -7 | 0.2 | -1.1
CC(=O)N1CCN(c2cc(C)nc3cc(-c4ccc(F)cc4)nn23)CC1 | 13 | -2 | 0.2 | -0.9
Cc1ccc(NC2=CC(c3cccc([N+](=O)[O-])c3)N(c3ccc(C)cc3)C2=O)cc1 (centres undefined) | -5 | -1 | -0.2 | -0.9
COc1cc(/C=C2/C(=N)N3N=C(Cc4ccccc4)SC3=NC2=O)ccc1OCCOc1ccc(C)cc1 | -15 | 16 | 0.2 | -1.3
CCOc1cc(/C=C2/C(=N)N3N=C(C(C)C)SC3=NC2=O)ccc1OCCOc1ccc(Cl)c(C)c1 | 8 | 6 | 0.4 | -2.1
C=CCn1c(O)c(C=NCCSC(C)(C)C)c(=O)[nH]c1=S | 6 | 8 | 0.2 | 1.4
Cc1ccc(C(C)C)c(OCC(=O)N/N=C2\CC(=O)CC(C)(C)C2)c1 | 8 | 12 | 0.0 | -1.8
CC(=O)OC(C)C[N+](C)(C)C (centres undefined) | 4&4 | 13&-2&10 | 0.0&-0.1&0.0 | -2.8&0.8&0.4
CC(C)C(=O)NC(C)c1nnc2n1CCN(CC(C)(C)C)CC2 (centres undefined) | -2 | 2 | 0.0 | -0.5
Cc1ccc(NC(C)C(=O)N/N=C/c2cc([N+](=O)[O-])ccc2O)cc1 (centres undefined) | 17 | 21 | -0.2 | 0.8
COc1ccc(OCCOc2ccccc2[N+](=O)[O-])cc1 | -36 | -3 | -0.1 | 0.7
O=C(O)C1CCC(Cn2c(SCc3ccccc3Cl)nc3ccsc3c2=O)CC1 (centres undefined) | 1 | -14 | 0.2 | 0.1
Cc1ccc(N2C(=O)N(CC(=O)Nc3cc(C)cc(C)c3)C(=O)C2C)cc1 (centres undefined) | 5 | 0 | -0.1 | -0.2
O=C(CSc1nnc2sc3ccccc3n12)Nc1cccc(C(F)(F)F)c1 | 1 | 25 | 0.0 | -1.2
Cn1c(=O)c(Cc2ccc(F)c(F)c2)nc2ccccc21 | 6 | -2 | 0.1 | -0.7
CCN(CC)C(=O)C1CCCN(c2nccc(NCCO)n2)C1 (centres undefined) | 4 | -5 | 0.0 | 0.0
N=c1oc2cc(O)ccc2cc1C(=O)Nc1ccccc1 | 6 | 9 | 0.3 | -7.6
O=C(Cn1nnc(-c2ccc3c(c2)OCO3)n1)N1CCOCC1 | -1 | 5 | 0.1 | 1.6
O=C1C2CC=CCC2C(=O)N1c1ccccc1Cl (centres undefined) | 6 | 15 | 0.1 | -1.4

Next section; it opens with the 2 that closed the last part.
Value order – TEAD-YAP inh	MITF inh	FBW7 activator	GPR151 ag
> O=C(Cn1nnc(-c2ccc3c(c2)OCO3)n1)N1CCOCC1
→ -1	5	0.1	1.6
> O=C1C2CC=CCC2C(=O)N1c1ccccc1Cl (centres undefined)
→ 6	15	0.1	-1.4
> Cc1csc2nc(-c3cccc(NS(=O)(=O)c4ccc5c(c4)OCCO5)c3)cn12
→ 3	-5	-0.3	0.2
> CCOc1cc(/C=C(\C#N)C(=O)Nc2ccc(NC(C)=O)cc2)cc(Cl)c1OC
→ 2	10	0.2	-0.4
> Cc1nc2ncnn2c(Nc2cccc(F)c2)c1C
→ 4	-7	-0.1	0.4
> Nc1ccc(-c2nnn(CC(=O)N3CCCC3)n2)cc1
→ 4	0	-0.1	0.8
> COc1ccccc1Cc1nnc(C(=O)NC2CCCCCCC2)o1
→ -5	7	0.3	0.1
> Cc1cc(=S)c2n(Cc3ccc(Cl)cc3Cl)nc[n+]2[nH]1
→ -5	4	-0.2	1.8
> O=C(NCCC1CCCCN1S(=O)(=O)c1ccccc1)C(=O)Nc1cccc(Cl)c1 (centres undefined)
→ 6	3	0.0	1.9
> COc1cc([N+](=O)[O-])ccc1-c1ccc(/C=C(\C#N)C(N)=O)o1
→ 2	-1	-0.2	0.5
> CCOC(=O)Nc1cc2c(C)cc(=O)oc2cc1C
→ 15	8	0.2	0.0
> CCOc1ccc(CCn2c(C34CC5CC(CC(C5)C3)C4)cn3c4c(=O)n(C)c(=O)n(C)c4nc23)cc1OCC
→ 13	16	0.3	1.1
> COc1ccccc1CCN1C(=O)CCC1CCNCc1ccccc1 (centres undefined)
→ -5	-7	0.0	-1.8
> O=C1CCCN1CCCn1c(-c2ccc(Cl)cc2Cl)csc1=Nc1cccnc1
→ -7	4	-0.1	0.7
> CC1CC(C)CN(C(=O)CSC2=Nc3ccccc3C3=NC(Cc4ccccc4)C(=O)N23)C1 (centres undefined)
→ -7	-12	0.0	-1.2
> Cc1cccc(Nc2ccc(N3C(=O)C4C5C=CC(C5)C4C3=O)cc2[N+](=O)[O-])c1 (centres undefined)
→ 0	3	-0.1	-0.7
> O=C(Nc1ccccc1F)C(Cc1ccccc1)C(=O)Nc1ccccc1F
→ 3	2	0.0	1.2
> N=C1c2ccccc2CN1NC(=O)c1cccc(S(=O)(=O)N2CCOCC2)c1
→ -4	15	0.1	-0.7
> CC(=O)N1CCN(C(=O)Cn2nc3c(C)cc4cc(C)ccc4n3c2=O)CC1
→ 8	-3	0.1	-0.9
> CCC(C)C(=O)Nc1nnc(SCC(=O)Nc2ccccc2OC)s1 (centres undefined)
→ 5	-4	-0.1	-0.2
> N#Cc1ccc(Cn2c(-c3cncs3)nc3ccccc32)cc1
→ -16	13	0.2	0.2
> CC(C)c1ccc(CN[C@H]2C[C@H]3C(=O)N[C@@H](CO)C(=O)N3C2)cc1
→ -3	7	0.6	-1.0
> CCOC(=O)C(C(C)=O)=C1SC2CS(=O)(=O)CC2S1 (centres undefined)
→ 2	4	-0.1	0.8
> O=c1oc2cc(Oc3ccc(C(F)(F)F)cc3[N+](=O)[O-])ccc2c2ccccc12
→ 0	13	0.1	-0.6
> CCc1ccc(NC(=O)CNC(=O)c2nn(-c3ccc(OC)c(OC)c3)c(=O)c3ccccc23)cc1
→ 21	2	-0.1	-0.1
> COc1ccc(NS(=O)(=O)c2cccc(C(=O)Nc3ccccc3)c2)cc1
→ 4	18	0.0	2.0
> CN1C(=O)c2ccc(NC(=S)NC(=O)c3ccccc3Br)cc2C1=O
→ 4	-4	-0.1	0.6
> COc1ccc(C2C=C(c3ccc(Br)cc3)Nc3nc4ccccc4n32)cc1OC (centres undefined)
→ -91	5	-0.2	-0.8
> Cc1nc2ccccc2nc1SCC(=O)NC1CCCCC1
→ 2	1	-0.9	3.1
> CCCCCCN1C(=O)C(O)=C(C(C)=O)C1c1ccc(C(C)C)cc1 (centres undefined)
→ 9	-3	0.0	-0.9
> COCCSc1nnc(C2CCN(CC3CC=CCC3)CC2)n1C (centres undefined)
→ 10	0	-0.1	0.1
> Cc1cc(C)c(NS(=O)(=O)c2ccc3c(c2)C(=O)c2ccccc2C3=O)c(C)c1
→ 5	6	-0.1	0.5
> C/C(CC(=O)NC12CC3CC(CC(C3)C1)C2)=N\NC(=O)c1ccc([N+](=O)[O-])cc1Cl
→ -1	2	-0.1	0.8
> O=C(NCCN1CCOCC1)C1CC(c2ccc(F)cc2)=NO1 (centres undefined)
→ -3	6	-0.1	-0.5
> COC(=O)Cn1cc(/C=C(/C#N)C(=O)NCc2ccccc2)c2ccccc21
→ -6	3	-0.2	-0.2
> CC(=O)Nc1ccc(S(=O)(=O)NCC2CCC(C(=O)N3CCOCC3)CC2)cc1 (centres undefined)
→ -2	11	0.0	-1.1
> COc1ccc(-n2nc(C(=O)NCC(=O)Nc3ccccc3OC)c3ccccc3c2=O)c(OC)c1
→ -1	1	-0.1	0.2
> C(=N/n1cnc2ccccc21)/c1ccccc1
→ -77	-26	0.1	-1.8
> CN(c1ccc(Cl)cc1)S(=O)(=O)c1ccc2[nH]cc(C(=O)N3CCC4(CC3)OCCO4)c(=O)c2c1
→ -9	-7	-0.1	-2.9
> CC1(C)OC2OC(C(=O)N3CCOCC3)C3OC(C)(C)OC3C2O1 (centres undefined)
→ 10	5	0.2	1.8
> COc1ccc(CC(=O)Nc2nnc(SCC(=O)Nc3ccc(C)cc3C)s2)cc1
→ 4	8	0.6	-0.1
> Cc1noc(C)c1CC(=O)N1CCC[C@@H]2CN(C(=O)c3cccc(C(F)(F)F)c3)CC[C@H]21
→ 0	1	0.0	-0.3
> O=C(Nc1ccccc1N1CCCC1)c1ccccc1
→ 1	13	0.0	1.3
> O=C1NC2(CCc3ccccc3C2)C(=O)N1CN1CCN(c2ccccc2)CC1 (centres undefined)
→ -5	4	0.0	-0.1
> O=C(O)CSc1ccc(I)cc1C(=O)O
→ 6	13	0.8	0.1
> Brc1ccc2c(c1)OCCOCCOc1ccc(Br)cc1OCCOCCO2
→ -1	11	0.1	-0.3
> CCOC(=O)C1=C(CN2CCn3cccc3C2C)NC(=O)NC1c1ccc(Cl)cc1 (centres undefined)
→ 1	5	0.1	0.4
> CC(C)(C)c1ccc(C2C(C#N)=C(N)Oc3n[nH]c(-c4cccnc4)c32)cc1 (centres undefined)
→ 2	2	-0.2	-0.8
> Cn1c(=O)c2c(NC(=O)c3ccc(Cl)cc3)ccnc2n(C)c1=O
→ 11	8	0.1	-2.3
> COCCOC(=O)C1=C(C)OC(N)=C(C#N)C1c1ccc(Br)cc1 (centres undefined)
→ 6	8	0.1	0.1
> CC(=O)c1ccc(N2CCN(C/C=C/c3ccc(N(C)C)cc3)CC2)cc1
→ 2	3	0.1	0.3

High-throughput results as filed in PubChem.
